PHOSPHO1 inh – inhibitors of human PHOSPHO1 phosphatase; AID 1565; inhibition, % at 13.3 µM; hit rate 1.1% among 290,000; Q8TCT1; recombinant PHOSPHO1, absorbance phosphatase assay; in the data active means inhibition above about 60%
DNA FID counter – displaces DNA intercalator in HCV helicase counter-screen. AID 1845. hit rate 0.17% among 290,000. inhibition, % at 7.9 µM. DNA fluorescent intercalator displacement, fluorescence; in the data active means inhibition above about 37%;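 further: 0% = vehicle and 100% = reference compound; higher means more ethidium bromide displaced from hairpin DNA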
VIM-2 inhibitor – blocks Pseudomonas aeruginosa VIM-2 metallo-beta-lactamase; purified VIM-2, nitrocefin hydrolysis, epi-absorbance fluorescence; inhibition, % at 5.6 µM; hit rate 0.89% among 290,000; AID 1527;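 active means inhibition above the mean of all tested compounds plus 3 SD, cutoff set per screening run, cut at about 7.5% in these data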;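 further: red hydrolysis product quenches plate fluorescence so inhibitors raise well fluorescence; 0% = enzyme with DMSO and 100% = DMSO without enzyme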
pCIP destab – lowers stability of the mouse p/CIP coactivator protein | hit rate 0.01% among 290,000 | decrease of EGFP signal, % at 10 µM | AID 1984 | F442A p/CIP-EGFP cells, EGFP fluorescence, 16 h;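 active means EGFP signal decrease of at least 30% at 10 µM or well 3 SD below plate mean, unless failing retest; inactive means the rest, including hits failing retest or dose response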; further: some compounds called inactive have numbers as strong as hits; many of its hits are not listed in these tables
UBC9 SUMO inh – inhibitors of human SUMOylation (UBC9). P63279. HTRF SUMOylation assay, SAE1/SAE2 + UBC9, in vitro. inhibition, % at 35 µM. hit rate 0.36% among 290,000. AID 2006; in the data active means inhibition above about 50%, passing the limit was not always enough; further: strong numbers were not always called active
IMP-1 inhibitor – inhibitors of Pseudomonas aeruginosa IMP-1 metallo-beta-lactamase. inhibition, % at 5.6 µM. purified IMP-1, nitrocefin hydrolysis, epi-absorbance fluorescence. AID 1556. hit rate 0.45% among 290,000;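 active means inhibition above the mean plus 3 SD of all compounds in the same screening run, cut at about 4.5% in these data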;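 further: 0% = IMP-1 with DMSO and 100% = DMSO wells lacking enzyme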
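Assay system: purified IMP-1; Quantity: IMP-1 0.2 nM before substrate addition; Medium: HEPES buffer pH 7.1 with ZnSO4 and Brij 35; Incubation: 15 min enzyme–compound preincubation, then 25 min nitrocefin reaction, 25 °C; Signal: fluorescence quenching readout, ex 480/em 530 nm; Controls: DMSO with and without IMP-1; Repeats: singlicate testing.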
IDE cell activ – IDE (human) activation, cell-based | hit rate 0.073% among 340,000 | activation, % at 5.96 µM | HEK cells, FAbeta-B cleavage, fluorescence polarization; 0% vehicle, 100% cell-free pure enzyme wells;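 active means activation above the mean of all tested compounds plus 3 SD, set per screening campaign, cut at about 17% in these data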
Target sequence (P14735 whole entry, looked up): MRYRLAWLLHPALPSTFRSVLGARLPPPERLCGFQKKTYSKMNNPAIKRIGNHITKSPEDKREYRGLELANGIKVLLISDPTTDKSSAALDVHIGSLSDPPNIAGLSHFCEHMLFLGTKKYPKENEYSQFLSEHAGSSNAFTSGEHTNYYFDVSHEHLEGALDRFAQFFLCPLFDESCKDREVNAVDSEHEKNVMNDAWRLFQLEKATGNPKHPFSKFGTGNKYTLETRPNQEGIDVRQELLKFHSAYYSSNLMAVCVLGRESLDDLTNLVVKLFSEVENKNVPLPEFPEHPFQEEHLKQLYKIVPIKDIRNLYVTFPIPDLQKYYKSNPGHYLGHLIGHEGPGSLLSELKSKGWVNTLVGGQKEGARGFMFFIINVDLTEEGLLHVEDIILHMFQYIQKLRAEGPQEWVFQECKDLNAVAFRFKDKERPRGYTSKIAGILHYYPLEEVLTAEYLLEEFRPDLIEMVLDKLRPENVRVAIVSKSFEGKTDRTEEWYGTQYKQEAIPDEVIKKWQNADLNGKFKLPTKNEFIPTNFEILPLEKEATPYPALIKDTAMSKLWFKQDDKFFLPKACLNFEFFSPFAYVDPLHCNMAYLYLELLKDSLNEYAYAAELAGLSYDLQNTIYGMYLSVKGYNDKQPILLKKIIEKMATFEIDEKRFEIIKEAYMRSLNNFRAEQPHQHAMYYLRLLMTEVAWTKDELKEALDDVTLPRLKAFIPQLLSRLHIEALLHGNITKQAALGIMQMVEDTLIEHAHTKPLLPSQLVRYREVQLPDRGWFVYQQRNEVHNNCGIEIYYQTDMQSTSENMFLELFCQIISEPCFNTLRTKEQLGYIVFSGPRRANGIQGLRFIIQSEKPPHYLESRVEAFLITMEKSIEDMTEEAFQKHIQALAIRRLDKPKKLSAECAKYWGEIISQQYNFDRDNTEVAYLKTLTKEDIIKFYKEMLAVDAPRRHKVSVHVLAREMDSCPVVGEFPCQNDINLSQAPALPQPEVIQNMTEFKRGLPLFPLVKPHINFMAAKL
MEKK3 PB1 HTS – MEKK3-MEK5 PB1 interaction, increase or decrease; hit rate 1.4% among 290,000; AID 1529; Q99759; bead-based flow cytometry, Alexa488-MEK5 binding to MEKK3; actives lie on both sides; 0 = blocked by unlabeled MEK5, 100 = vehicle; binding response (% of control), % at 10 µM;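 active means binding response more than 3 SD above or below the average of its plate-row segment, actives on both sides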;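 further: Alexa488 bead fluorescence after subtracting the streptavidin-only scavenger bead signal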
HCV NS3 hel inh – blocks Hepatitis C virus NS3 helicase unwinding | hit rate 0.56% among 290,000 | NS3 helicase DNA unwinding, Cy5 molecular beacon fluorescence | AID 1800 | inhibition, % at 10.9 µM;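 active means inhibition above the mean of all tested compounds plus 3 SD, set per campaign, cut at about 35% in these data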;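 further: 0% = DMSO wells and 100% = thioflavine S control wells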
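Control set: DMSO versus 110 µM thioflavine S; Material: NS3 helicase fragment of HCV; Measured by: Cy5 fluorescence at 0 and 60 min, beacon hairpin quenching; Read-out basis: percent inhibition from t60/t0 fluorescence ratio; Times: reaction time 60 min, 25 °C; Repeats: single replicate; Compound dosing: single dose, 10.9 µM nominal final, DMSO 0.8% final.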
* = called active by the depositor; . = no result given; [ ] = dose if it differs, or a comment.

Every second line gives: VIM-2 inhibitor, UBC9 SUMO inh, IDE cell activ, MEKK3 PB1 HTS, HCV NS3 hel inh, PHOSPHO1 inh, IMP-1 inhibitor, DNA FID counter, pCIP destab
CCOC(=O)C1CCCN(Cc2cn[nH]c2-c2ccc(F)cc2F)C1 (stereo not given)
→ -5.1, 7, 3, 100, 3, 41, -3.8, -3, 4
c1ccc(-c2nn3c(C4CCCCC4)nnc3s2)cc1
→ -2.0, -4, 6, 99, 5, 5, -3.3, 0, -4
O=C(NCc1ccccc1)c1ccc(CS(=O)(=O)c2ccccc2)o1
→ -4.2, 4, 3, 104, 0, -12, -2.2, -7, -6
Cc1ccc(-n2nc3c(=O)n(CC(=O)NCCc4ccc(Cl)cc4)nc(C)c3c2C)cc1
→ -2.1, 2, 2, 100, 0, 17, 18*, -41, -5
CC(=O)Cc1nsc(NC(=O)c2ccc(COc3cccc(C)c3)o2)n1
→ -1.5, 10, 3, 98, -13, 28, -2.5, -17, -2
Cc1ccc(-c2nc(CS(=O)CC(=O)NCCN3CCCC3)c(C)o2)cc1 (stereo not given)
→ 1.2, 15, 4, 101, 0, -4, -1.2, 6, -24
CS(=O)(=O)N1CCN(C(=O)Cc2cccs2)CC1
→ -1.5, 3, 7, 63*[inhibitor], 2, -31, -1.1, 0, 4
CCN(CC(=O)N1CCC(C)CC1)S(=O)(=O)c1ccc(C)cc1
→ -0.1, -17, 1, 101, 0, 8, -5.5, -29, -7
Cc1cccc(C)c1NC(=O)C(NC=O)c1ccccc1Cl (stereo not given)
→ 1.1, 20, 1, 107, -2, 45, -0.6, 2, -20
NS(=O)(=O)c1ccc(N/N=C/c2ccc(O)cc2O)c([N+](=O)[O-])c1
→ -0.7, 20, 5, 106, -12, -12, -3.6, 16, 3
COCCNC(=O)/C(C#N)=C/c1cccs1
→ 0.1, 3, 0, 99, 2, 8, -1.3, -6, 4
COC(=O)c1cc(COc2ccc3oc(C)c(C(=O)OC)c3c2)c(C)o1
→ -4.2, -14, 5, 105, 0, -32, -3.3, -4, -4
O=c1c2ccccc2nnn1Cc1ccc(F)cc1
→ -3.3, 1, -1, 97, 6, -3, -2.0, -2, 4
CCc1ccc(-c2nnn(CCC(=O)OC)n2)cc1
→ -1.1, 3, -4, 96, -9, 18, -1.9, -3, -32
Cc1cccc(C)c1NC(=O)CCS(=O)(=O)c1ccc(Br)cc1
→ -2.2, 10, -1, 99, -2, ., -3.2, -10, -8
O=C(COc1ccc([N+](=O)[O-])cc1)Nc1cccnc1
→ 1.1, 12, 5, 95, -8, -7, -0.6, 2, -12
CC(C)CC(NS(=O)(=O)c1ccc2c(c1)oc(=O)n2C)C(=O)NC1CCCc2ccccc21 (stereo not given)
→ -1.6, 18, -1, ., 0, -5, -4.2, -7, 1
COc1ccc2[nH]c(=O)c(CN(Cc3cccs3)Cc3nnnn3C(C)(C)C)cc2c1
→ 1.8, -12, -2, 112, -13, 17, -0.1, -20, 0
N#Cc1c(C(F)(F)F)cc(-c2cccs2)nc1SCc1cccnc1
→ -1.3, 14, 4, 103, -9, 28, -2.7, 0, -20
COc1ccc(OCC(O)CNCCNc2nccc(C(F)(F)F)n2)cc1 (stereo not given)
→ 1.8, 4, 10, 79, -6, 31, -1.3, 8, 2
COC(=O)C1CSc2[nH]c(=O)sc2C1c1ccccc1 (stereo not given)
→ -0.7, -8, -4, 97, 5, 26, -1.1, -10, -2
Cc1ccc(N(C(=O)c2ccco2)C(C(=O)NC2CCCC2)c2cccnc2)cc1C (stereo not given)
→ -0.2, -7, 1, 105, -11, 28, -1.6, -31, 11
Cc1cc(/C=C(\C#N)C(=O)Nc2ccc(F)cc2)c(C)n1-c1ccc(N2CCOCC2)c([N+](=O)[O-])c1
→ 0.7, 7, -3, 101, 3, 17, 5.0*, 6, -20
CN=C(c1ccco1)n1c(=S)nc(-c2ccco2)n(C)c1=S
→ -3.2, 32, 1, 97, 3, 89*, 0.2, 2, -16
O=C(/C=C/c1cc([N+](=O)[O-])ccc1OC(F)F)NCc1ccc(F)cc1
→ -3.6, 15, -2, 106, -5, 6, -2.8, -1, -6
CCS(=O)(=O)c1ccc2c(c1)NC(=O)C(CCCl)O2 (stereo not given)
→ -1.7, -3, 3, 100, 7, 9, -1.9, 1, -16
Cc1cc(O)c(C(C)C)cc1NS(=O)(=O)c1ccccc1
→ -2.1, -6, 4, 99, -4, -8, -2.6, -2, -2
CN(CC(=O)NC(=O)NCc1ccco1)CC(=O)Nc1ccccc1Cl
→ -4.4, 10, ., 103, -3, 3, -3.6, -16, -6
CCOc1ccccc1/C=N/Nc1ccccc1[N+](=O)[O-]
→ -1.1, 23, 6, 93, -7, 18, -0.7, 12, 5
COc1ccc(C2CC(C)=C(C#N)S(=O)(=O)C2C#N)cc1 (stereo not given)
→ -0.5, 2, 5, 102, -8, -6, -0.8, -10, -5
CC(C)CC(NC(=O)C1CCCCC1)C(=O)NC(C)c1ccccc1 (stereo not given)
→ -3.0, -1, -1, 108, 13, -2, -4.1, -23, 6
O=C(CSc1ccc(F)cc1)NNC(=O)c1ccccc1Br
→ -2.6, 0, 1, 103, 4, 0, -0.5, -6, -20
CN=C1S/C(=C\c2ccc(N3CCCC3)c(F)c2)C(=O)N1C
→ -4.3, -10, 2, 117, 14, -40, -2.5, -1, -17
Cc1ccc(COc2ccc(/C=N/NC(=O)c3ccc(CN4CCOCC4)cc3)cc2)cc1
→ -1.7, -2, -1, 110, -2, -7, -3.2, -3, 5
Cc1cc2nc(-c3ccc(SCc4ccc(C(=O)O)cc4)nc3)[nH]c2cc1C
→ -0.5, 28, -14, 104, 26, 26, -3.0, -30, 1
Cn1cnnc1SCc1nc(N)nc(Nc2ccccc2)n1
→ -0.6, 24, 1, 116, 2, 46, -0.5, 0, -4
c1ccc(C2CC(c3cccs3)n3nnnc3N2)cc1 (stereo not given)
→ -2.4, 29, 3, 95, -3, 44, -1.9, -11, -12
COc1ccccc1OCC(=O)Nc1ccc(NC(=O)COc2ccccc2OC)cc1
→ -1.2, -5, -1, 98, 5, 5, -1.6, -39, 16
CCOC(=O)c1ccccc1NC(=O)CSc1nnc(COc2ccccc2)n1CC
→ -1.9, 2, 2, 102, -13, -21, -2.1, -35, -6
CCN1CCN(S(=O)(=O)c2cc3c(cc2Cl)NC(=O)CO3)CC1
→ -4.2, 3, 7, 100, 0, 2, -3.6, -1, 7

An excerpt from above with just IDE cell activ.
Molecule	IDE cell activ
CCN1CCN(S(=O)(=O)c2cc3c(cc2Cl)NC(=O)CO3)CC1	7
c1ccc(C2CC(c3cccs3)n3nnnc3N2)cc1 (stereo not given)	3
CN=C1S/C(=C\c2ccc(N3CCCC3)c(F)c2)C(=O)N1C	2
CCOC(=O)c1ccccc1NC(=O)CSc1nnc(COc2ccccc2)n1CC	2
Cn1cnnc1SCc1nc(N)nc(Nc2ccccc2)n1	1

(list continues)
Every second line gives: VIM-2 inhibitor, UBC9 SUMO inh, IDE cell activ, MEKK3 PB1 HTS, HCV NS3 hel inh, PHOSPHO1 inh, IMP-1 inhibitor, DNA FID counter, pCIP destab
O=C1/C(=C/c2ccccn2)COc2ccccc21
→ 1.9, -11, -1, 81, -2, 1, 0.5, -6, 14
O=C(/C=C/c1ccc(F)cc1)NC(=S)NNC(=O)c1cnccn1
→ -1.1, -65, -1, 106, -6, -59, -3.1, -4, -3
CCOC(=O)c1c(S(=O)(=O)NCC(=O)Nc2ccc(F)cc2)c(C)n(C)c1C
→ -4.1, ., 6, 94, -2, 47, -1.1, -10, 3
COc1ccc(C(=O)c2ccccc2)c2c(O)ccc(C(=O)c3ccccc3)c12
→ -0.8, 14, 6, 104, 6, -9, -2.9, -11, 7
COCCNS(=O)(=O)c1ccc2c(c1)n(C)c(=O)n2C
→ -0.3, 1, -1, 103, 4, 10, 1.0, -1, 5
COc1ccc(C(=O)Nc2ccccc2C(=O)Nc2ccc(C(=O)O)cc2)cc1
→ -1.6, -6, 9, 101, 9, 9, -5.7, -34, 3
CC(C)(C)C1CCC2(CC1)SCC(=O)N2c1ccccc1 (stereo not given)
→ 0.8, -9, -2, 109, 2, -14, -0.1, -8, -9
CSc1ccc(CN2CCC(n3nccc3NC(=O)C3CCOC3)CC2)cc1 (stereo not given)
→ -1.6, 1, -2, 102, 2, 58, -5.8, 0, -5
COC(=O)c1ccc(/C=N/Nc2nc3ccccc3[nH]2)cc1
→ -3.1, 23, -22, 97, 8, 32, -4.3, 5, 0
O=C(CC1SC(=Nc2ccc(OC(F)F)cc2)N(CCN2CCOCC2)C1=O)Nc1ccccc1 (stereo not given)
→ -1.8, 2, 4, 115, -17, 0, -3.2, -8, -14
CN(/N=C/c1cccnc1)c1cnn(-c2ccc(F)c(Cl)c2)c(=O)c1Cl
→ -3.0, 23, 5, 102, 8, -20, -3.0, -2, -1
O=Nc1c2cc(-c3ccccc3)[nH]nc-2c2ccccc12
→ -2.5, 33, -1, 106, -5, 8, -3.2, 2, 7
O=C(CCn1c(=O)c2ccccc2n(Cc2cccc([N+](=O)[O-])c2)c1=O)N1CCc2ccccc2C1
→ -1.4, -8, 6, 87, -2, -19, -1.6, 2, 11
CS(=O)(=O)N1N=C(c2ccccc2)CC1c1cccs1 (stereo not given)
→ -2.0, -13, -3, 100, 4, -1, -3.0, -6, -4

3 compounds out of the list above, arranged by their value in PHOSPHO1 inh, falling:
SMILES	PHOSPHO1 inh
CCc1ccc(-c2nnn(CCC(=O)OC)n2)cc1	18
O=C(CCn1c(=O)c2ccccc2n(Cc2cccc([N+](=O)[O-])c2)c1=O)N1CCc2ccccc2C1	-19
CN=C1S/C(=C\c2ccc(N3CCCC3)c(F)c2)C(=O)N1C	-40

Screening results: PubChem, several laboratories

The list is partial. The share of hits here may be higher or lower than overall.
